# TGFb SMAD3 inh: blocks TGF-b signaling; HepG2 CAGA-GFP TGF-b/SMAD3 reporter, GFP fluorescence, 18 h; TGF-beta stimulated, 500 pg/mL final; Potency, µM (series often up to 46.1 µM), without a hit: at the highest dose activity, negative = inhibition, usual class: inhibitors; 1.2% of 410,000 active; AID 588855; further: potency means the concentration at half of the fitted maximal effect; on the % scale 0 is the no-effect control and ±100 the full control effect; nearly all actives have a fitted effect of over 65% in size
#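 HEPG2 CAGA-GFP, 1000 cells/well; 2 h settle, 37 C; cpd via pin tool; TGF-b 500 pg/mL final; 18 h, 37 C; GFP imaging ex488/em500-530; %Activity normalised to -TGF-b and +DMSO controls; CRC fit, curve class.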
# Akt phos inh: inhibitors of Akt phosphorylation. Neuro2A IGF-stimulated pAkt S473 HTRF, 20 min; stronger effect = lower value. activity change, % for hits at 50 µM. 0.32% of 360,000 active; in the data active means activity change below about -80%; inconclusive means mostly about -51% to -80%; further: on the % scale 0 is the no-effect control and ±100 the full control effect
#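 Neuro2A cells in DMEM with 0.5% FBS, overnight at 37 deg C, given compound at single 50 µM final, then IGF (6 nM final) for 20 min at 37 deg C. Lysed; phospho-Akt Ser473 by HTRF after 24 h, 665/615 ratio.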
# Nrf2 inh: blocks Nrf2 signaling; A549 ARE-Fluc reporter, luciferase luminescence, 18-24 h; Potency, µM (titrated, usually from 46 µM), inactives show at the top dose activity change, negative = inhibition, usual class: inhibitors; 2.1% of 360,000 active; further: potency means the concentration at half of the fitted maximal effect; on the % scale 0 is the no-effect control and ±100 the full control effect; nearly all actives have a fitted effect of over 60% in size
#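 Cells were seeded and rested 2 h, then exposed to compounds for 18-24 h. CellTiter-Fluor was read first as a viability measure. BugLite was added 15 min before the final luminescent read of ARE-luciferase activity in A549 cells.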
# MmCpn inh: inhibitors of Methanococcus maripaludis chaperonin (MmCpn); 0.031% of 330,000 active; purified Mm-Cpn ATPase, ADP Transcreener TR-FRET; Potency, µM (top dose mostly 76.9 µM), inactives show at the top dose activity, negative = inhibition, hits mostly inhibitors; AID 504842; further: potency means the concentration at half of the fitted maximal effect; on the % scale 0 is the no-effect control and ±100 the full control effect; nearly all actives have a fitted effect of over 80% in size
#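 Inhibition of chaperonin ATP hydrolysis is measured as reduced ADP production, detected by competitive TR-FRET in which signal falls with ADP. Final enzyme 25 nM and ATP 10 uM, reacted 30 min at 37°C.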
# Nrf2 ARE act: Nrf2 pathway activation; 0.31% of 410,000 active; AREc32 ARE-luciferase reporter (MCF7-derived line), luminescence, 24 h; Potency, µM (highest dose often 46.1 µM), inactives show top-dose activation, usual class: activators; further: potency means the concentration at half of the fitted maximal effect; % of control where 0% means no effect; nearly all actives have a fitted effect of over 65% in size
#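 AREc32_Fluc, 1000 cells/well, OPTI-MEM + 5% FBS, o/n 37 deg C 5% CO2; 23 nL cpd by pin tool, 24 hr; Steady-Glo 30 min RT, luminescence.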
# CCT modulator: modulators of cytosolic chaperonin (CCT/TRiC) activity; purified chaperonin ATPase assay, HTRF ADP detection, 30 min; activity change, % (test concentration not listed), hits read low; 0.3% of 360,000 active; AID 651819; in the data active means activity change below about -30%; further: on the % scale 0 is the no-effect control and ±100 the full control effect
#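 First, chaperonin was dispensed at 40 nM or 20 nM final depending on batch activity. Next, compounds were pinned at 76 uM and ATP added at 10 uM. After 30 min at 37 °C, ADP detection reagents ran 30 min at ambient temperature.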
# A549 viability: counter-screen for Nrf2 inhibitors: cytotoxicity in A549 cells | 0.16% of 390,000 active | Potency, µM (series often up to 46 µM), inactives show top-dose activity change, negative = cytotoxicity, usual class: inhibitors | A549 ARE-Fluc cells, CellTiter-Fluor viability, 18-24 h; further: potency means the concentration at half of the fitted maximal effect; on the % scale 0 is the no-effect control and ±100 the full control effect
#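 A549 ARE-Fluc cells in 5% FBS OPTI-MEM, 5000 cells/well, rested 2 h then exposed to compounds in concentration-response for 18-24 h at 37 °C. Viability by CellTiter-Fluor fluorescence (Ex 405/Em 525) after 30 min; luciferase luminescence (BugLite, 15 min, RT) read afterwards.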
# S2 tox: cell viability loss in ATXN counter-screen; S2 cells (HEK-293 line with an ATXN2-luciferase reporter) viability, CellTiter-Fluor protease fluorescence, 24 h; Potency, µM (series often up to 56.7 µM), hits mostly cytotoxic; 0.49% of 400,000 active; AID 651635; further: potency means the concentration at half of the fitted maximal effect; nearly all actives have a fitted effect of over 40% in size
# HepG2 tox: kills HepG2 cells in TGF-b inhibitor counter-screen; HepG2 CAGA-GFP viability, ATP luminescence, 18 h; Potency, µM (titrated, usually from 46.1 µM), inactives show at the highest dose activity change, negative = cytotoxicity, hits mostly cytotoxic; 0.76% of 410,000 active; AID 588856; further: potency means the concentration at half of the fitted maximal effect; some results filed as inactive show a strong effect at the top dose
#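 HepG2 CAGA-GFP cells (1000/well, DMEM with 1% FBS) received compound, then TGF-beta at 500 pg/mL final, and were incubated 18 hours at 37 degrees C. Viability was read by CellTiter-Glo luminescence. Media-only wells were set as complete cell-killing and DMSO as no toxicity.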
# * hit, by the source's call; i = inactive; ? = inconclusive; nt = not tested or not shown; [ ] = another dose, or the depositor's remark. Unless noted, the call rests on the fitted dose curve; in most records, active means well fitted curve in the direction sought with a large enough effect; inconclusive means small, poorly fitted or top-dose-only effect, or another doubt; inactive means no such curve, though single readings can be large; an effect the other way counts as inactive or inconclusive. Not all compounds are listed (hit frequency here may not be typical).
item	structure	TGFb SMAD3 inh	Akt phos inh	Nrf2 inh	MmCpn inh	Nrf2 ARE act
1	O=C1NC(=O)N(Cc2ccccc2Cl)C(=O)/C1=C/c1cccs1	?	i	6%	0%	0.7%
2	CCC(=NCCN1CCOCC1)c1c(O)n(C2CCCCC2)c(=O)[nH]c1=O	2%	i	0%	2%	-0.3%
3	NC1C2CN3CCN(C2)CC1(c1ccccc1)C3 (configuration not stated)	14%	i	1%	-1%	0.0%
4	O=C1NC(=O)N(c2ccccc2)C(=O)/C1=C\c1ccc([N+](=O)[O-])s1	-27%	i	-27%	-4%	4.9%
5	CC[C@]1(C(=O)OC)[C@H]2C(=O)N(Cc3ccccc3)C(=O)[C@H]2[C@H]2CN=C(SCc3ccc(C#N)cc3)N21	?	i	-2%	-1%	0.1%
6	Nc1ccc(Cl)cc1C(=O)c1ccccc1Cl	?	i	16%	0%	-0.7%
7	Cc1ccc(C2N(c3ccccn3)C(=O)C3CCCN32)o1 (configuration not stated)	7%	i	-4%	-3%	0.4%
8	COc1ccccc1CCNC1CCCC(C)C1 (configuration not stated)	-12%	i	5%	0%	0.5%
9	O=C1CC23c4ccccc4N4C(=O)CC5OCC=C6CN1C2CC6C5C43 (configuration not stated)	-11%	i	11%	nt	-0.3%
10	C=CCn1c(O)c(C(C)=NC(C)c2ccccc2)c(=O)[nH]c1=O (configuration not stated)	34%[activator]	i	-14%	0%	9.0%
11	CCOC(=O)c1c(-n2c(C)cc(C=C3C(=O)NC(=O)NC3=O)c2C)sc2c1CCCC2	-14%	i	-13%	-4%	-0.7%
12	Cc1ccc(-n2c(O)c(/C=N/N3CCCCC3c3cccnc3)c(=O)[nH]c2=S)cc1 (configuration not stated)	-10%	i	3%	-2%	0.3%
13	C[C@@H]1NCCc2cc(O)c(O)cc21	1%	i	5%	-4%	2.9%
14	CC1CCCN(C(=O)c2ccc(N3CC4CC(C3)c3cccc(=O)n3C4)c([N+](=O)[O-])c2)C1 (configuration not stated)	-4%	i	-4%	-1%	-0.5%
15	O=C(c1ccccc1)c1cn(CC(=O)N2CCCc3ccccc32)c2ccccc12	-13%	i	?	-9%	0.4%

item	CCT modulator	A549 viability	S2 tox	HepG2 tox
1	-1.0	0%	?	-47%
2	0.2	-3%	i	-18%
3	1.1	-2%	i	12%
4	0.7	-17%	i	-45%
5	-0.6	-5%	?	-32%
6	3.5	8%	i	-38%
7	0.4	3%	i	3%
8	0.9	0%	i	-5%
9	-2.9	-4%	?	-1%
10	-1.8	12%	i	9%
11	-3.2	-7%	i	-18%
12	2.8	4%	i	2%
13	-2.9	-1%	i	1%
14	-1.8	-11%	i	10%
15	-17	-8%	i	-12%

# Along the list, as entered above.
# MmCpn inh for entries 7 to 12, in order: -3%, 0%, nt, 0%, -4%, -2%
# CCT modulator for entries 7 to 12, in order: 0.4, 0.9, -2.9, -1.8, -3.2, 2.8

# Pulled by compound from the entries so far, five records:
item	structure	TGFb SMAD3 inh	Akt phos inh	Nrf2 inh	MmCpn inh	Nrf2 ARE act
7	Cc1ccc(C2N(c3ccccn3)C(=O)C3CCCN32)o1 (configuration not stated)	7%	i	-4%	-3%	0.4%
5	CC[C@]1(C(=O)OC)[C@H]2C(=O)N(Cc3ccccc3)C(=O)[C@H]2[C@H]2CN=C(SCc3ccc(C#N)cc3)N21	?	i	-2%	-1%	0.1%
11	CCOC(=O)c1c(-n2c(C)cc(C=C3C(=O)NC(=O)NC3=O)c2C)sc2c1CCCC2	-14%	i	-13%	-4%	-0.7%
3	NC1C2CN3CCN(C2)CC1(c1ccccc1)C3 (configuration not stated)	14%	i	1%	-1%	0.0%
8	COc1ccccc1CCNC1CCCC(C)C1 (configuration not stated)	-12%	i	5%	0%	0.5%

item	CCT modulator	A549 viability	S2 tox	HepG2 tox
7	0.4	3%	i	3%
5	-0.6	-5%	?	-32%
11	-3.2	-7%	i	-18%
3	1.1	-2%	i	12%
8	0.9	0%	i	-5%

# Carrying on:
item	structure	TGFb SMAD3 inh	Akt phos inh	Nrf2 inh	MmCpn inh	Nrf2 ARE act
16	C[C@]12CCC3[C@@H](CC[C@@H]4C[C@H](O)CC[C@]34C)[C@@H]1CCC2=O (some centres not stated)	-7%	i	-11%	0%	-0.5%
17	Cc1ccc(-c2nc3ccc(C)cn3c2CC(=O)N(C)C)cc1	-1%	i	2%	nt	2.1%
18	CCN1CC2(COC(=O)c3ccccc3N)CCC(OC)C34C5CC6C(OC)CC(O)(C5C6OC)C(O)(C(OC)C23)C14 (configuration not stated)	41%[activator]	i	-7%	2%[15.4 µM]	-0.3%
19	Cc1cccc(NC(=O)Oc2ccc(Cl)c3cccnc23)c1	?	i	nt	nt	23%
20	CCN1C[C@]2(COC)CC[C@H](OC)[C@@]34C5C[C@H]6C(=O)C5[C@](O)(C[C@H]6OC)[C@@](O)(C(OC)C23)[C@@H]14 (some centres not stated)	-3%	i	-15%	nt	-0.5%
21	CCCCOP(=O)(c1ccc(N(C)C)cc1)C(O)c1cc(OC)ccc1OC (configuration not stated)	3%	i	1%	3%	5.2%
22	Cc1ccc2nc(Cl)c(-c3ccccc3)cc2c1	-25%	i	?	nt	28%
23	O=C(CCCCCCCCCCC(=O)NCc1cccnc1)NCc1cccnc1	6%	i	?	1%	0.2%
24	Cc1ccccc1C1=NCC(=S)Nc2ccc(Cl)cc21	7%	i	-5%	1%	0.2%
25	Cc1cn2c(=O)cc(COC(=O)c3ccccc3F)nc2s1	-17%	nt	?	nt	4.5%
26	Nc1ccc(C2(c3ccc(N)cc3)CN3CCC2CC3)cc1	-3%	i	-8%	0%	2.4%

item	CCT modulator	A549 viability	S2 tox	HepG2 tox
16	-1.5	0%	i	-14%
17	-4.4	-3%	i	-8%
18	-0.8	-3%	i	2%
19	-0.7	nt	i	2.8µM*
20	-0.4	-2%	i	-4%
21	2.0	5%	i	-35%
22	-2.1	1%	i	-5%
23	-3.1	-1%	i	-16%
24	2.4	-5%	i	-12%
25	nt	1%	i	0%
26	0.3	-4%	i	-11%
